STEP block: STEP phosphatase inhibitors, primary screen, biochemical, fluorescence intensity, uHTS. recombinant STEP, OMFP fluorogenic substrate. inhibition, % at 20 µM. hit rate 0.25% among 360,000. AID 588621, 2011;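 active = inhibition at 20 µM, scaled per plate between control wells, above about 37%, limit read from the data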;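 note: 0% = DMSO with enzyme and substrate and 100% = substrate only without enzyme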
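System: STEP phosphatase, cell-free reaction; Buffer or medium: Bis-Tris pH 6.0 buffer with DTT, detergent; Incubation: 20 min at room temperature, dark; Measured by: fluorescence, 480/540 nm.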
SKN-1 inh: suppressors of acrylamide-induced Pgst-4::GFP reporter in worms, primary screen, SKN-1 inhibitor project, whole organism, uHTS, GFP/RFP fluorescence ratio, strain VP596; C. elegans VP596 Pgst-4::GFP/RFP ratio, 24 h; inhibition, % at 21.8 µM; hit rate 0.49% among 360,000; AID 624304, 2012;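 active = interference check ratio from 0.5 to 1.5 plus GFP to RFP signal ratio inhibition reaching or exceeding a fixed threshold, cut at about 30% in these data, passing the limit was not always enough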; note: some compounds called inactive have numbers as strong as hits
LMPTP inh: LMPTP phosphatase inhibitors, primary screen, biochemical, fluorescence intensity, uHTS; Low molecular weight phosphotyrosine protein phosphatase (Homo sapiens), P24666; recombinant LMPTP-A, OMFP fluorogenic substrate; inhibition, % at 20 µM; hit rate 0.22% among 360,000; AID 651560, 2012;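 active = compounds that cut the enzyme signal by at least half of the control window in the single-dose screen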;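 note: plate controls were DMSO wells with enzyme plus substrate for no effect and substrate without enzyme for full effect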
Target sequence (P24666 whole entry, looked up): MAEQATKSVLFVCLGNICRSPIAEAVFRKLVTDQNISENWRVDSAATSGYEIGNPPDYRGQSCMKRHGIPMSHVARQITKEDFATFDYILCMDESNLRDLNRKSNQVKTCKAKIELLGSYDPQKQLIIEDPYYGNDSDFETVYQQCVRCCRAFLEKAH
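Material: LMPTP-A; amount: 0.625 nM enzyme; doses: single 20 µM dose; times: reaction 50 min, room temperature, dark; technique: fluorescence intensity of OMFP turnover product; benchmarks: no-enzyme and uninhibited controls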
Neddylation inh: inhibitors of cullin neddylation, primary screen, biochemical, TR-FRET, uHTS, NAE and Ubc12. AID 651699, 2012. calls only at 25 µM. NEDD8-conjugating enzyme Ubc12 (Homo sapiens) + NEDD8-activating enzyme E1 regulatory …. hit rate 0.58% among 360,000; in the data active = inhibition above about 36%
Target sequence (P61081 whole entry, looked up): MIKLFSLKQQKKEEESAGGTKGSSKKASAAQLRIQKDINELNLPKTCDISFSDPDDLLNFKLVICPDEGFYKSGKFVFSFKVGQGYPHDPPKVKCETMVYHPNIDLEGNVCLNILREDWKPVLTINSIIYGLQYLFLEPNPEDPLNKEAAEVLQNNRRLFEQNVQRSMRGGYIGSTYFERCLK
Target sequence (Q13564 whole entry, looked up): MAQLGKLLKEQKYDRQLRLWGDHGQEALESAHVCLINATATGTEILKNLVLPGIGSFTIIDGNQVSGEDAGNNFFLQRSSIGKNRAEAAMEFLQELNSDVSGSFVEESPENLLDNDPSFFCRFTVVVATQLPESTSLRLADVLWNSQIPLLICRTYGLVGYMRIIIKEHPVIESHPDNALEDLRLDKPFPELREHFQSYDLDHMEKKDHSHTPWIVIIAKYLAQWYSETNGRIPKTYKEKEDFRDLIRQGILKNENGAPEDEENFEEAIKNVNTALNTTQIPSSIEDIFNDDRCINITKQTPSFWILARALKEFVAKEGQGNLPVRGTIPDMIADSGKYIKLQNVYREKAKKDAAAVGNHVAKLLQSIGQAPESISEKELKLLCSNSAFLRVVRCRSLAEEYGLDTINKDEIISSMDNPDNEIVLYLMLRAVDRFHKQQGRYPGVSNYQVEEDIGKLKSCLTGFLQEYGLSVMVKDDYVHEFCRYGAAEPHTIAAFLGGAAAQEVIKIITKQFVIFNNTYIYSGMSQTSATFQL
CendR NRP1 mod: modulators of CendR peptide binding to NRP-1, primary screen, biochemical, fluorescence polarization, uHTS | hit rate 0.85% among 360,000 | inhibition, % at 25 µM | FAM-RPARPAR peptide binding to NRP-1;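 active = inhibition or corrected inhibition above about 18%, plus a signal ratio from 0.5 to 1.5, limit read from the data, passing the limit was not always enough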; note: strong numbers were not always called active
NadD inh: inhibitors of S. aureus NadD, primary screen, biochemical, colorimetric, uHTS; Nicotinate-nucleotide adenylyltransferase NadD (Staphylococcus aureus N315); inhibition, % at 20 µM; hit rate 0.78% among 360,000; purified NadD enzyme, colorimetric absorbance read-out; in the data active = inhibition above about 26%; note: some compounds past the cut are filed as inactive
Scp-1 inhibitor: Scp-1 phosphatase inhibitors, primary screen, biochemical, colorimetric, uHTS; Carboxy-terminal domain RNA polymerase II polypeptide A small phosphatase 1 (Homo …; Recombinant Scp1, phosphopeptide, malachite green phosphate absorbance; inhibition, % at 20 µM; hit rate 0.88% among 340,000;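 active = inhibition above about 50% at 20 µM, limit read from the data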;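 note: plate controls were DMSO wells with enzyme for no effect and wells lacking enzyme for full effect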
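Times: enzyme reaction 45 min at room temperature, colour 5 min, stabilisation 30 min. Material: SCP-1 catalytic fragment, aa 76-261. Medium: Acidic Tris acetate buffer with magnesium and detergent. Signal: colorimetric free-phosphate detection, absorbance 630 nm. Read-out basis: % inhibition of SCP-1 phosphate liberation. Reagent: Phosphorylated 17-residue peptide substrate.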
SUMO1-SIM PPI: modulators of SUMO1 protein-protein interactions, primary screen, biochemical, uHTS; SUMO1 binding to a labelled peptide, TR-FRET, 1 h; Small ubiquitin-related modifier 1 (Homo sapiens), P63165; hit rate 0.33% among 360,000; inhibition, % at 20 µM; in the data active = inhibition above about 37%
Target sequence (P63165 whole entry, looked up): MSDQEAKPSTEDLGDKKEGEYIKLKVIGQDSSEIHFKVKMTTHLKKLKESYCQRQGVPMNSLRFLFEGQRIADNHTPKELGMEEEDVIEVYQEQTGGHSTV
TbMetRS inhib: T. brucei MetRS inhibitors, primary screen, biochemical, luminescence; methionyl-tRNA synthetase (Trypanosoma brucei brucei); purified T. brucei MetRS, ATP depletion, Kinase-Glo luminescence; inhibition, % at 11.9 µM; hit rate 0.4% among 360,000;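 active = inhibition above a per-plate cutoff of the control wells' mean inhibition plus 3 SD, cut at about 5.5% in these data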;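 note: 0% = DMSO wells median and 100% = median of wells with control inhibitor compound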
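technique = Kinase-Glo luminescence, ATP depletion format | system = purified MetRS (methionyl-tRNA synthetase) enzyme from Trypanosoma brucei | timing = 15 min preincubation, 2 h reaction, all 25 °C | evaluation = percent inhibition versus plate control medians | dosing = single dose, 11.9 µM final nominal, 0.9% final DMSO | also added = substrates ATP, L-methionine and bulk Escherichia coli tRNA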
DNMT1 block: human DNMT1 methyltransferase inhibitors, primary screen, biochemical, molecular beacon, fluorescence, HinP1I cleavage, uHTS. hit rate 0.83% among 360,000. inhibition (reported as % activation of signal), % at 10 µM; in the data active = inhibition above about 50%
An asterisk follows results filed as active; i = inactive; nt = not tested or not shown. This is a random part of the collection. About 4.6% of those tested had a hit in this group.

item	SMILES	STEP block	SKN-1 inh	LMPTP inh	Neddylation inh	CendR NRP1 mod
1	CC1Cc2cc(/C(O)=C3/C(=O)C(=O)N(Cc4ccncc4)C3c3ccc(N(C)C)cc3)ccc2O1 (centres undefined)	1	6	9.5	i	1
2	c1ccc(-c2cc3nc(NCc4cccs4)nc(NCc4ccc5occc5c4)c3s2)cc1	25	-4	5.3	i	1
3	CCc1ccc(C(=O)NCC2(c3ccccc3)CCOCC2)o1	-2	-26	-0.3	i	6
4	COc1cc(OC)c(-c2nc3ccccc3s2)cc1OC	-1	17	2.3	nt	8
5	O=C1c2cccc3c(N4CCCCC4)ccc(c23)C(=O)N1c1ccccn1	-5	17	-1.2	i	-37
6	Cc1ccc(C2(c3ccccc3)NC(=O)N(CC(=O)NC3(C#N)CCCC3)C2=O)cc1C (centres undefined)	0	19	-0.1	i	8
7	CCOCCCN(C)C1CCN(C(=O)c2oc3ccccc3c2NC(=O)COc2ccc(F)cc2)CC1	0	-15	0.0	i	4
8	CCN(c1ccccc1)S(=O)(=O)c1ccc(C(=O)NCc2ccco2)cc1	0	-5	-0.7	i	-14

item	NadD inh	Scp-1 inhibitor	SUMO1-SIM PPI	TbMetRS inhib	DNMT1 block
1	12	-2	-12	1.2	-1
2	17	nt	-3	0.2	-7
3	-2	-3	2	-0.6	0
4	-14	-5	-6	1.8	-8
5	-2	0	-27	0.1	2
6	2	1	-2	-0.3	-5
7	-6	1	-4	-0.6	-4
8	4	-10	-2	0.2	-1

Reprinted from the entries so far, 3 compounds:
item	SMILES	STEP block	SKN-1 inh	LMPTP inh	Neddylation inh	CendR NRP1 mod
2	c1ccc(-c2cc3nc(NCc4cccs4)nc(NCc4ccc5occc5c4)c3s2)cc1	25	-4	5.3	i	1
3	CCc1ccc(C(=O)NCC2(c3ccccc3)CCOCC2)o1	-2	-26	-0.3	i	6
4	COc1cc(OC)c(-c2nc3ccccc3s2)cc1OC	-1	17	2.3	nt	8

item	NadD inh	Scp-1 inhibitor	SUMO1-SIM PPI	TbMetRS inhib	DNMT1 block
2	17	nt	-3	0.2	-7
3	-2	-3	2	-0.6	0
4	-14	-5	-6	1.8	-8

Next compounds follow.
item	SMILES	STEP block	SKN-1 inh	LMPTP inh	Neddylation inh	CendR NRP1 mod
9	COc1ccccc1CN1CCNC(=O)C1CC(=O)NCCc1cnccn1 (centres undefined)	-1	3	-0.7	i	3
10	CCOc1ccccc1N1CCN(C(=O)c2c(C)noc2C)CC1	0	-2	0.0	i	-15
11	COC(=O)Sc1nc(N2CCOCC2)c2c(c1C#N)CC(C)(C)OC2	-1	16	0.0	i	18
12	COc1ccc(-c2nc3n(c(=O)c2C#N)CCS3)cc1	-1	4	-0.1	i	-9
13	COC(=O)C(Cc1ccccc1)NC(=O)c1ccc(NS(=O)(=O)c2ccc3[nH]c(=O)[nH]c3c2)cc1 (centres undefined)	-3	2	-0.9	i	-1
14	CCOC(=O)c1c(-c2ccc(C)o2)csc1NC(=O)CN(C)CC(=O)Nc1ccc(C)cc1	-1	10	3.3	i	-17
15	Cn1c(=O)c2cn(-c3ccccc3)cc2n(C)c1=O	2	20	-0.1	i	9
16	Cc1nc2c(C(=O)NCCc3ccccc3Cl)c[nH]n2c(=O)c1Cl	-3	5	-0.9	i	-15

item	NadD inh	Scp-1 inhibitor	SUMO1-SIM PPI	TbMetRS inhib	DNMT1 block
9	1	-8	-1	-0.7	2
10	0	-6	-3	0.0	1
11	0	37	-2	-0.9	4
12	-1	-3	-15	0.2	1
13	11	-5	0	-0.3	-1
14	12	3	-1	-0.2	17
15	0	2	-2	-0.2	8
16	23	9	12	-0.4	-3

(list continues)
item	SMILES	STEP block	SKN-1 inh	LMPTP inh	Neddylation inh	CendR NRP1 mod
17	COc1ccc(NC(=O)C2CCCN2C(=O)Nc2cccc(F)c2)cc1 (centres undefined)	-2	-11	0.3	i	16
18	CN1C(=O)SC(Nc2cccc3ccccc23)C1=O (centres undefined)	4	-8	-1.6	i	5
19	COc1cccc(OC)c1CN(C)C(=O)c1cnccc1C(F)(F)F	1	0	-0.6	i	8
20	COc1cccc(N2CC(C)Cn3c2nc2c3c(=O)[nH]c(=O)n2C)c1 (centres undefined)	-1	27	-1.3	i	-15
21	CCOc1ccc(NC(=S)NC(=O)/C=C/c2ccc(OC)c(OC)c2)c([N+](=O)[O-])c1	2	-9	2.1	i	4
22	Cc1ccc(S(=O)(=O)Nc2cc(C(=O)NCCN3CCCC3)ccc2N2CCCCC2)cc1	-1	10	5.8	i	3
23	CCN(C(=O)c1cc(S(=O)(=O)N2CCCCC2)c[nH]1)c1ccc(OC)cc1	0	0	-0.9	i	3
24	CCOC(=O)N1CCN(CC(O)COC(CC)c2ccccc2)CC1 (centres undefined)	-3	15	-2.2	i	-5

item	NadD inh	Scp-1 inhibitor	SUMO1-SIM PPI	TbMetRS inhib	DNMT1 block
17	-1	-4	4	-1.0	4
18	2	6	-15	0.0	-5
19	-4	-4	-1	0.1	8
20	-4	-10	1	-0.1	1
21	-5	-8	-1	-0.2	-11
22	-5	0	-2	-0.9	-4
23	0	-13	1	-0.5	0
24	-10	-10	1	-1.1	1

Continued.
item	SMILES	STEP block	SKN-1 inh	LMPTP inh	Neddylation inh	CendR NRP1 mod
25	S=C(N/N=C/c1ccccc1Cl)Nc1cccc(Cl)c1Cl	3	9	0.3	i	17
26	C=CCNC(=O)c1ccc2c(c1)nnn2C	-2	6	-1.5	i	-2
27	Cc1cc(N/C(=N/S(=O)(=O)c2cc(F)ccc2F)c2ccccc2)n(-c2ccccc2)n1	-2	12	3.1	nt	27*
28	COc1ccccc1N1CSC2=C(C#N)C(c3ccc(SC)cc3)CC(=O)N2C1 (centres undefined)	3	-4	12	i	-89
29	CC1CN(C(=O)C(C)N2CCN(c3cccc(Cl)c3)CC2)CC(C)O1 (centres undefined)	0	9	-1.6	i	2
30	COc1cc(CC(NC(C)=O)C(=O)NC2CCN(c3nc(C)cc(C)c3C#N)CC2)cc(OC)c1 (centres undefined)	-1	-15	-0.6	i	-2
31	CC(C)Cc1nnc(NC(=O)CC(C)c2ccccc2)s1 (centres undefined)	-3	9	-1.0	i	5
32	COc1ccc(OC)c(S(=O)(=O)N2CCC(C(=O)Nc3ccc(C)c(C)c3)CC2)c1	-1	6	-0.5	i	6

item	NadD inh	Scp-1 inhibitor	SUMO1-SIM PPI	TbMetRS inhib	DNMT1 block
25	-1	-19	2	2.9	12
26	-2	-12	0	-1.8	4
27	-2	-13	-2	-0.3	0
28	35*	44	9	-0.3	31
29	-5	-5	-2	0.5	-2
30	3	3	42*	-0.6	13
31	-8	-2	3	-1.3	1
32	-8	-6	2	0.1	-10

3 compounds drawn at random from those above, as already listed:
item	SMILES	STEP block	SKN-1 inh	LMPTP inh	Neddylation inh	CendR NRP1 mod
4	COc1cc(OC)c(-c2nc3ccccc3s2)cc1OC	-1	17	2.3	nt	8
20	COc1cccc(N2CC(C)Cn3c2nc2c3c(=O)[nH]c(=O)n2C)c1 (centres undefined)	-1	27	-1.3	i	-15
8	CCN(c1ccccc1)S(=O)(=O)c1ccc(C(=O)NCc2ccco2)cc1	0	-5	-0.7	i	-14

item	NadD inh	Scp-1 inhibitor	SUMO1-SIM PPI	TbMetRS inhib	DNMT1 block
4	-14	-5	-6	1.8	-8
20	-4	-10	1	-0.1	1
8	4	-10	-2	0.2	-1

(continued)
item	SMILES	STEP block	SKN-1 inh	LMPTP inh	Neddylation inh	CendR NRP1 mod
33	Cc1ccccc1/C=C/c1cc[n+](C)cc1	2	16	-0.5	i	11
34	COC(=O)c1sccc1NC(=S)N1CCN(c2cc(C)ccc2C)CC1	2	-6	2.3	i	-5
35	CC(C)N(c1ccccc1)c1ccc(NC(=O)C2CCCO2)cc1 (centres undefined)	2	8	-0.2	i	7
36	Cc1cc(NC(=O)COC(=O)c2cccc(O)c2)no1	0	-1	-0.7	i	-9
37	Cc1cccc(CNc2ncnc3[nH]ncc23)c1	-4	23	-6.6	i	8
38	Cn1cnnc1SCC(=O)Nc1ccc2ccccc2c1	-1	8	-1.1	i	7
39	O=C(NCC1CCCO1)C1CCC(=O)N1Cc1ccccc1Cl (centres undefined)	0	6	0.0	i	3
40	CC(=O)c1ccc(NC(=O)CSc2ccc(-c3ccc(-n4cccn4)cc3)nn2)cc1	4	7	3.5	i	12
41	COCCn1c(Cc2cccn2C)nnc1SCC(=O)NCc1ccc2c(c1)OCO2	0	3	0.3	i	-1
42	CCc1ccc2c(CN(C)Cc3ccccc3OC)cc(=O)oc2c1	1	-6	0.0	i	2
43	CCOC(=O)c1c(NC(=O)C2=C(C)NC(=S)NC2c2ccc(C)cc2)sc(C)c1C (centres undefined)	2	11	2.4	nt	1

item	NadD inh	Scp-1 inhibitor	SUMO1-SIM PPI	TbMetRS inhib	DNMT1 block
33	9	58*	-16	-0.4	1
34	6	4	3	-0.7	3
35	5	-2	-6	-0.2	-3
36	0	-6	-2	0.1	-3
37	-5	0	3	-0.2	-2
38	1	-6	1	-0.3	0
39	-4	-7	-2	-1.3	0
40	-2	-5	6	0.1	71*
41	-2	1	1	-0.3	-2
42	-5	-6	3	-0.5	1
43	20	-6	1	-1.5	-7

Screening data deposited in PubChem by several laboratories.
